Rab9 prom act = qHTS Assay for Rab9 Promoter Activators; hit rate 2.8% among 320,000; Potency, µM (doses to about 9.22 µM), inactives show top-dose activation, negative = inhibition, usual class: activators; Huh7 Rab9 promoter-luciferase reporter, luminescence, 24 h; AID 485297, 2010; note: potency is the fitted concentration of half-maximal effect; % of control where 0% means no effect; nearly all actives have a fitted effect of over 60% in size
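Stable Rab9-luc Huh7, 1500 cells/well, 2 h settle; cmpd in DMSO, 24 h, 37 °C/5% CO2; luciferase reagent 10 min RT; luminescence.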
uPA surface inh = qHTS for Inhibitors of Cell Surface uPA Generation. cell surface uPA generation assay, qHTS. Potency, µM (titrated, usually from 38.3 µM), for inactives: at the top dose activity change, negative = inhibition, most hits filed as inhibitors. hit rate 0.31% among 330,000. AID 540303, 2011; active = well fitted inhibition curve with a large enough effect; inconclusive = small, poorly fitted or top-dose-only effect; inactive = no such curve, though single readings can be large or run the other way; tested in mouse RAW 264.7 cells; note: potency is the fitted concentration of half-maximal effect; % is set by controls: 0 for no effect and ±100 for the full control effect; nearly all actives have a fitted effect of over 55% in size
Coupling enz = qHTS Assay for Inhibitors of Fructose-1,6-bisphosphate Aldolase from Giardia Lamblia: Coupling assay counterscreen. coupling enzyme system counterscreen, AmpLite Red fluorescence. activity change, negative = inhibition, % at 58.2 µM, hits read low. hit rate 0.67% among 290,000. AID 2472, 2010; in the data active = activity change below about -30%; note: % is set by controls: 0 for no effect and ±100 for the full control effect
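Coupling enzymes only (glyceraldehyde-3-phosphate) + compound, at 57.5 uM final, 10 min RT; add substrate/coupling/AmpLite Red mix, 20 min RT; fluorescence ex 525/em 598 nm. Actives flag coupling-system interference.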
Gal4-VP16 FLuc = VP16 counterscreen qHTS for inhibitors of ROR gamma transcriptional activity. Drosophila S2 Gal4-VP16 UAS-luciferase, luminescence, 20 h. Potency, µM (doses to about 53.6 µM), for inactives: top-dose activity, negative = inhibition, actives largely listed as inhibitors. hit rate 3.5% among 310,000. AID 2546, 2010;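 note: Gal4-VP16 expression switched on by copper sulfate through the metallothionein promoter; potency is the fitted concentration of half-maximal effect; % is set by controls: 0 for no effect and ±100 for the full control effect; nearly all actives have a fitted effect of over 50% in size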
NPC1 prom act = qHTS Assay for NPC1 Promoter Activators | Huh7 NPC1 promoter luciferase reporter, 24 h | Potency, µM (titrated, usually from 9.22 µM), for the others: at the highest dose activation, actives largely listed as activators | hit rate 2.4% among 320,000 | AID 485313, 2010;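 note: potency is the fitted concentration of half-maximal effect; % of control where 0% means no effect; nearly all actives have a fitted effect of over 60% in size; reporter is driven by a mutant NPC1 promoter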
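Huh7 cells stably carrying NPC1 promoter–luciferase, plated in Opti-MEM with 10% FBS for 2 h, were exposed to compound in DMSO for 24 h at 37 °C; luciferase reagent was added for 10 min and luminescence read.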
Tb PFK block = qHTS Assay to Find Inhibitors of T. brucei phosphofructokinase | Potency, µM (top dose mostly 57.5 µM), for the others: at the top dose activity, negative = inhibition, hits mostly inhibitors | T. brucei PFK, ADP-Glo luminescence | hit rate 0.17% among 330,000 | AID 485367, 2010;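 note: potency is the fitted concentration of half-maximal effect; 0% = uninhibited 1x PFK enzyme wells and -100% = no-enzyme wells; nearly all actives have a fitted effect of over 60% in size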
Target sequence (O15648 whole entry, looked up): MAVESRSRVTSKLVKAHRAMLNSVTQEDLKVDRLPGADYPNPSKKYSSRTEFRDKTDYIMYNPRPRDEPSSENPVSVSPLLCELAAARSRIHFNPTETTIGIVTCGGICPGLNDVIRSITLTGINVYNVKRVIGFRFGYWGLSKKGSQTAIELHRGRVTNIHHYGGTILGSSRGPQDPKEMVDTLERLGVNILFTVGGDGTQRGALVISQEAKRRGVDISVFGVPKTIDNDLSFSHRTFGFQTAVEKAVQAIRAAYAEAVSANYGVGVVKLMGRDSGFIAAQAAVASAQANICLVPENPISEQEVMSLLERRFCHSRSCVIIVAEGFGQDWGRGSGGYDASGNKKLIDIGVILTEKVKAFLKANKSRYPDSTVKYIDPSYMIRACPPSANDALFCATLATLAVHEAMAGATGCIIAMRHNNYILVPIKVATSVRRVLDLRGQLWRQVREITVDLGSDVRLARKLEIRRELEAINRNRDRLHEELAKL
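Activity is normalized to no-enzyme wells (full inhibition) and 1.25 nM enzyme wells (no inhibition). Reaction: 0.5 mM F6P, 0.1 mM ATP, 45 min RT, ADP-Glo luminescence; concentration-response curves fitted and classed by quality.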
ELG1 genotoxic = qHTS screen for small molecules that induce genotoxicity in human embryonic kidney (HEK293T) cells expressing luciferase-tagged ELG1; AID 504466, 2011; HEK293T ELG1-luciferase reporter, luminescence, 16 h; Potency, µM (series often up to 46 µM), without a hit: at the highest dose activity change, positive = activation, hits mostly activators; hit rate 1.3% among 330,000; note: potency is the fitted concentration of half-maximal effect; % of control where 0% means no effect; nearly all actives have a fitted effect of over 60% in size
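After overnight (16 hr) compound treatment at 37 °C, ELG1-luciferase HEK293T cells were lysed with ONE-Glo; luminescence quantified 30 min later at room temperature.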
RORgamma inh = qHTS for inhibitors of ROR gamma transcriptional activity; Nuclear receptor ROR-gamma (Mus musculus), P51450; Drosophila S2 Gal4-RORgamma UAS-luciferase reporter, 20 h; Potency, µM (highest dose often 53.6 µM), without a hit: top-dose activity change, negative = inhibition, most hits filed as inhibitors; hit rate 5.4% among 310,000; note: potency is the fitted concentration of half-maximal effect; % is set by controls: 0 for no effect and ±100 for the full control effect; nearly all actives have a fitted effect of over 60% in size
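Drosophila S2 cells stably expressing Gal4-DBD/mouse RORγ fusion under metallothionein promoter plus UAS-luciferase; compound 1 h, then 700 uM CuSO4 induction for 20 h at ambient temperature; inhibition read as reduced luminescence.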
KCNH2 3.1 block = qHTS for Inhibitors of KCHN2 3.1: Mutant qHTS. U2OS KCNH2 3.1, thallium flux FluxOr; stronger effect = lower value. activity change, % (tested at about 1.8 µM). hit rate 0.95% among 340,000;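 active = maximum activity change below -70%; inconclusive = maximum activity change from -70% to -50%; inactive = maximum activity change above -50%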;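 note: thallium influx rate constant from kinetic fluorescence after stimulation buffer; % is set by controls: 0 for no effect and ±100 for the full control effect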
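Normalized rate constant (relative to positive and negative DMSO controls) derived from a 2 min kinetic fluorescence read after stimulation; U2OS cells expressing the 3.1 isoform via virus at 1.77 x 10^8 /mL.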
Giardia kill = Small Molecules that selectively kill Giardia lamblia: qHTS; activity change, % at 7.66 µM, hits read low; Giardia lamblia trophozoite viability; hit rate 0.15% among 340,000; in the data active = activity change below about -80%; inconclusive = between about -30% and that limit;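 note: parasites exposed to compound for two days anaerobically before the ATP read; % is set by controls: 0 for no effect and ±100 for the full control effect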
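Trophozoites 100 cells/well + cpd; 48 hrs, 37 deg C, anaerobic. ATPLite 1-Step added, 15-30 min RT, luminescence read (ATP-based viability).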
FLuc counter = qHTS profiling assay for firefly luciferase inhibitor/activator using purifed enzyme and Km concentrations of substrates (counterscreen for miR-21 project) | purified FLuc, Km substrates, luminescence inhibition | Potency, µM (titrated, usually from 57.5 µM), for inactives: at the highest dose activity change, negative = inhibition, most hits filed as inhibitors | hit rate 6.9% among 360,000;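 note: potency is the fitted concentration of half-maximal effect; plate controls were vehicle for no effect and reference inhibitor for full effect; nearly all actives have a fitted effect of over 55% in size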
Target sequence (P08659 whole entry, looked up): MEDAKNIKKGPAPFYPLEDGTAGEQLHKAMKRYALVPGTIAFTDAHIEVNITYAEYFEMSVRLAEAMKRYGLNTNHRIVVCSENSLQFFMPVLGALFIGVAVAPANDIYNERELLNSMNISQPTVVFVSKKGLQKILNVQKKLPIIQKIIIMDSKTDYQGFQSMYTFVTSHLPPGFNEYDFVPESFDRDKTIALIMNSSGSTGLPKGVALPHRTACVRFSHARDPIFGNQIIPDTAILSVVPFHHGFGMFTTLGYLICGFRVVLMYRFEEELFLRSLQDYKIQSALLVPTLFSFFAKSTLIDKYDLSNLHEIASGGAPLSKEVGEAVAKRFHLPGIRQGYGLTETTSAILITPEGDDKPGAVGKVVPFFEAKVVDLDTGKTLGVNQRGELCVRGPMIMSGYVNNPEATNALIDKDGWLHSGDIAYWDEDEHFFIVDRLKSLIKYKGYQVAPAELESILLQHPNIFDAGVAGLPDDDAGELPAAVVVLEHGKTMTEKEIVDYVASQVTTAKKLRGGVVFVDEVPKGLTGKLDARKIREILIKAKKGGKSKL
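Purified P. pyralis luciferase (10nM final) with 10uM D-luciferin and 10uM ATP (Km levels) in 50mM Tris acetate pH 7.5, 10mM Mg acetate, 0.01% Tween-20, 0.05% BSA; qHTS 6-point titration, ~60 µM downward; luminescence read.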
* marks the source's active call; other numbers are inactive results; u = inconclusive; x = not tested or not shown; & = joins results of further samples; [ ] = remark or other dose. Unless noted, calls come from the whole dose curve; as a rule, active = well fitted curve in the direction sought with a large enough effect; inconclusive = small, poorly fitted or top-dose-only effect, or another doubt; inactive = no such curve, though single readings can be large; an effect the other way counts as inactive or inconclusive. Some of the compounds tested. The share of hits here may be higher or lower than overall.

SMILES | Rab9 prom act | uPA surface inh | Coupling enz | Gal4-VP16 FLuc | NPC1 prom act | Tb PFK block | ELG1 genotoxic | RORgamma inh | KCNH2 3.1 block | Giardia kill | FLuc counter
CCc1ccc2[nH]c(=O)c(CN(Cc3ccc4c(c3)OCO4)Cc3nnnn3C3CCCC3)cc2c1 | -9% | u | -4 | -14% | -3% | -13% | -19% | -29% | -7 | -8 | 1%
O=c1[nH]c(=O)n(Cc2ccc(F)cc2)c(O)c1C=NCc1cccnc1 | 2% | -17% | 3 | 8% | -2% | 5% | -8% | -17%[10 µM] | -7 | -4 | 8%
Cc1ccc(N2C(=O)NC(=O)/C(=C\c3ccsc3)C2=O)cc1C | 1% | x | 7 | 2% | 1% | -2% | 6% | 4% | x | x | -2%
O=C1NC(=S)N(c2ccccc2)C(=O)/C1=C/c1ccco1 | -5% | -3% | 1 | -2% | -4% | u | 2% | -1% | -2 | -24 | 19µM*
COCCOC(=O)c1c(C)n(C)c2ccc(OC(=O)N(C)C)cc12 | 1% | -2% | -1 | -2% | -2% | 4% | -8% | 36% | 13 | -19 | -2%
CCOc1ccccc1Nc1nc(-c2sc(NC(=O)c3ccco3)nc2C)cs1 | 3% | u | -1 | 2% | -7% | 2% | -10% | 5% | -7 | -3 | -13%
Cc1ccc(-c2nc(NC(=O)c3ccc(S(=O)(=O)N(CCC#N)CCC#N)cc3)sc2-c2ccccc2)cc1 | -8% | 0% | -2 | -1% | -7% | 0% | u | -23% | 0 | 2 | 0%
O=C(c1ccccc1F)c1cn(CC(=O)N2CCCC2)c2ccccc12 | -10% | -1% | -1 | 6% | 4% | -4% | 1% | 52% | 6 | 16 | -3%
Cc1cc(OCC(=O)N2CCC(C(=O)O)(c3ccccc3)CC2)c2c(C)c(C)c(=O)oc2c1 | -7% | 4% | 4 | -14% | 0% | -2% | u | 7% | 0 | -2 | -2%
C=CCN1C(=O)NC(=O)/C(=C\c2ccc(-c3ccccc3[N+](=O)[O-])o2)C1=O | -7% | 2% | -2 | -18% | -5% | 24% | u | 9% | -8 | 6 | u
COc1cc2c(cc1O)CC1c3c(cc(O)c(OC)c3-2)CCN1C (configuration not stated) | -2%&2% | 16% | -5&-12&-14&-11 | 5%&8%&-4%&-4% | -3%&-1% | 4%&12% | -6%&-8% | u | 8 | 9 | 1%&2%
Cc1ccc(S(=O)(=O)NC(Cc2cnc[nH]2)C(=O)O)cc1 (configuration not stated) | -4% | 1% | 3 | 0% | -3% | -1% | 1% | -8% | -2 | 9 | -1%
NC(=O)COc1c(F)cc(SCCNS(=O)(=O)c2ccccc2)cc1F | -11%[46.1 µM] | x | -2 | -5% | -4%[46.1 µM] | x | x | 0% | x | x | x
CC/C(=N\N1CCCCCC1)c1c(O)n(-c2ccc(C)cc2)c(=O)[nH]c1=O | -14% | -2% | 1 | u | 1% | -3% | -1% | 32% | 16 | -24 | -4%
COc1cccc(N2C(=O)NC(=O)/C(=C\c3ccc([N+](=O)[O-])s3)C2=O)c1 | -1% | -9% | -14 | -12% | -1% | -19% | 0% | u | -20 | 22 | u
CCC(C)n1c(O)c(C=NC(C)c2ccccc2)c(=O)[nH]c1=S (configuration not stated) | 2% | -3% | -2 | u | 5% | 0% | -5% | u | 0 | -12 | -1%
CCCCCCC(C)(C)c1ccc([C@@H]2C[C@H](O)CC[C@H]2CCCO)c(O)c1 | -44%[inhibitor][46.1 µM] | 15% | x | x | -36%[inhibitor][46.1 µM] | -8% | -32%[inhibitor] | x | u | -14 | -3%
Clc1cccc(CN2C3=NCCCN3c3ccccc32)c1 | 0% | u | 2 | -6% | -3% | u | -5% | -11% | u | u | 1%
Cc1cc(C(=O)N2CCC3(CC2)OCCO3)cs1 | -2% | x | 3 | 4%[0.365 µM] | 1% | 9% | 3% | -7% | 0 | -14 | 1%
CCOc1ccc(C2C(C#N)=C(N)Oc3c2c(=O)oc2ccccc32)cc1 (configuration not stated) | 12% | 3% | 6 | 1% | -4% | -1% | -4% | 10% | -4 | 31[activator] | -8%
N#CC1=C(N)Oc2cc(O)ccc2C1c1ccc2c(c1)OCO2 (configuration not stated) | 2% | -4% | 1 | -22% | -3% | 0% | 2% | -13% | 10 | -4 | -1%
O=c1[nH]c(O)c(C=NC2CCCCC2)c(=O)[nH]1 | 0% | 2% | -1 | -3% | 0% | 1% | 1% | 5% | -4 | 11 | -3%
O=C(NC1(C(F)(F)F)Oc2ccc(Cl)cc2O1)N1CCC2(CC1)OCCO2 (configuration not stated) | -14% | -9% | -16 | u | -6% | u | -2% | -107% | -9 | 4 | 10%
O=c1[nH]c(O)c(Cc2ccc3c(c2)OCO3)c(=O)[nH]1 | -2% | 4% | 2 | -7% | 1% | 1% | 0% | 10% | -16 | 8 | 5%
O=C(Cc1ccc(Cl)c(Cl)c1)Nc1cccc2ncccc12 | 3% | 3% | -3 | 2% | -4% | 11µM* | -15% | 31% | 13 | 2 | -2%
SMILES | Rab9 prom act | uPA surface inh | Coupling enz | Gal4-VP16 FLuc | NPC1 prom act | Tb PFK block | ELG1 genotoxic | RORgamma inh | KCNH2 3.1 block | Giardia kill | FLuc counter
O=C(c1ccc(F)cc1)C(Cc1ccccc1)N1CCCCC1 (configuration not stated) | u | 0% | 1 | 11% | 16% | -2% | 16% | 13% | -12 | 9 | 19µM*
O=c1[nH]c(O)c(C=Nc2cc(F)cc(F)c2)c(=O)[nH]1 | 11% | 1% | 1 | -2% | -3% | 3% | 0% | -4% | 17 | -4 | 0%
COc1ccc(CC2c3cc(OC)c(OC)cc3CCN2C)cc1O (configuration not stated) | -1% | -1% | -1 | 1% | -1% | -13% | 2% | -8% | -3 | 13 | -11%
Cc1ccc(-n2c(O)c(/C=C/C=Nc3ccccc3)c(=O)[nH]c2=O)cc1 | -1% | 5% | 6 | -5% | 0% | 1% | 0% | 12% | -8 | 9 | 4%
COc1ccc(CC(=O)NC(=S)NNC(=O)COc2c(C)cccc2C)cc1 | -1% | -1% | 9 | -22% | -4% | 11% | -6% | 13µM* | 0 | -11 | 2%
CC1CCCCN1Cc1ccc(Cl)nc1 (configuration not stated) | 9% | 0% | 0 | -3% | -3% | -2% | 0% | -31% | 12 | -5 | -4%
Cc1cc(OC(C)C(=O)NCc2ccncc2)c2c3c(c(=O)oc2c1)CCCC3 (configuration not stated) | 0% | -3% | 0 | -12% | 1% | -6% | 1%[9.26 µM] | -2% | 24 | -6 | -2%
O=P(NS(=O)(=O)c1ccc(Cl)cc1)(Oc1ccccc1)Oc1ccccc1 | 3% | -2% | 19 | 1% | -1% | 0% | 4% | -21% | -6 | 9 | -12%
COc1ccccc1N1CCN(Cc2c(F)cccc2Cl)CC1 | 1% | 6% | 3 | 10% | -1% | -1% | 0% | 10% | -10 | -14 | 1%
O=C1NC(=O)N(c2ccc3c(c2)OCO3)C(=O)/C1=C/c1ccc(N2CCCC2)o1 | -2% | 5% | 0 | -10% | -1% | 0% | 8% | 4% | -2 | -8 | 2%

Taken from above:
Value of `O=C1NC(=O)N(c2ccc3c(c2)OCO3)C(=O)/C1=C/c1ccc(N2CCCC2)o1` in ELG1 genotoxic: 8%
Value of `O=c1[nH]c(O)c(C=Nc2cc(F)cc(F)c2)c(=O)[nH]1` in Giardia kill: -4
Value of `CC1CCCCN1Cc1ccc(Cl)nc1` (configuration not stated) in Rab9 prom act: 9%

A section from further up:
SMILES | Rab9 prom act | uPA surface inh | Coupling enz | Gal4-VP16 FLuc | NPC1 prom act | Tb PFK block | ELG1 genotoxic | RORgamma inh | KCNH2 3.1 block | Giardia kill | FLuc counter
Cc1cc(OC(C)C(=O)NCc2ccncc2)c2c3c(c(=O)oc2c1)CCCC3 (configuration not stated) | 0% | -3% | 0 | -12% | 1% | -6% | 1%[9.26 µM] | -2% | 24 | -6 | -2%
O=P(NS(=O)(=O)c1ccc(Cl)cc1)(Oc1ccccc1)Oc1ccccc1 | 3% | -2% | 19 | 1% | -1% | 0% | 4% | -21% | -6 | 9 | -12%

Assay outcomes deposited in PubChem by National Center for Advancing Translational Sciences (NCATS).
